Source: PubChem BioAssay (National Center for Advancing Translational Sciences (NCATS))
KCNH2 WT inh: qHTS for Inhibitors of KCHN2 3.1: Wildtype qHTS. activity change, % at 1.84 µM. AID 720551, 2013. U2OS, BacMam KCNH2, thallium flux FluxOr; stronger effect = lower value. 0.37% of 340,000 active;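 active means maximum activity change below -70%; inconclusive means maximum activity change between -70% and -50%; inactive means maximum activity change above -50%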; further: on the % scale 0 is the no-effect control and ±100 the full control effect
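U2OS cells transduced with wild-type KCNH2 virus are loaded with FluxOr dye for 45 min, and thallium flux is measured in kinetic reads before and after stimulation buffer. Rate constants are normalized to DMSO controls.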
Giardia kill: Small Molecules that selectively kill Giardia lamblia: qHTS; AID 540267, 2011; 0.15% of 340,000 active; Giardia lamblia trophozoite viability; activity change, % at 7.66 µM, hits read low; in the data active means activity change below about -80%; inconclusive means between about -30% and that limit;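 further: parasites exposed to compound for two days anaerobically before the ATP read; on the % scale 0 is the no-effect control and ±100 the full control effect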
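Viability, read as ATP luminescence: trophozoites at 100 cells/well, compound added, 48 hrs anaerobic at 37 deg C, then 15-30 min room-temperature development before reading.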
KCNH2 3.1 block: qHTS for Inhibitors of KCHN2 3.1: Mutant qHTS; Potassium voltage-gated channel subfamily H member 2, brain isoform KCNH2 3.1 (human); U2OS KCNH2 3.1, thallium flux FluxOr; stronger effect = lower value; activity change, % (tested at about 1.8 µM); 0.95% of 340,000 active; AID 720553, 2013;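 active means maximum activity change below -70%; inconclusive means maximum activity change from -70% to -50%; inactive means maximum activity change above -50%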;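 further: thallium influx rate constant from kinetic fluorescence after stimulation buffer; on the % scale 0 is the no-effect control and ±100 the full control effect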
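U2OS cells transduced with KCNH2 3.1 mutant virus (1.77 x 10^8 /mL, 4 h), plated overnight at 37 C, loaded 45 min with FluxOr dye plus Red40 quencher. Thallium flux rate constant from kinetic reads after stimulation buffer, normalised to controls.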
PKM2 activator: qHTS Assay for Activators of Human Muscle isoform 2 Pyruvate Kinase; Pyruvate kinase PKM (Homo sapiens), P14618; purified PKM2, Kinase-Glo ATP luminescence, activation; response scale: 0% is enzyme alone, no compound; Potency, µM (top dose mostly 57.5 µM), for inactives: at the top dose activation, most hits filed as activators; 0.34% of 260,000 active; AID 1631, 2009; further: potency means the concentration at half of the fitted maximal effect; on the % scale 0 is the no-effect control and ±100 the full control effect; nearly all actives have a fitted effect of over 55% in size
Target sequence (P14618 whole entry, looked up, canonical isoform): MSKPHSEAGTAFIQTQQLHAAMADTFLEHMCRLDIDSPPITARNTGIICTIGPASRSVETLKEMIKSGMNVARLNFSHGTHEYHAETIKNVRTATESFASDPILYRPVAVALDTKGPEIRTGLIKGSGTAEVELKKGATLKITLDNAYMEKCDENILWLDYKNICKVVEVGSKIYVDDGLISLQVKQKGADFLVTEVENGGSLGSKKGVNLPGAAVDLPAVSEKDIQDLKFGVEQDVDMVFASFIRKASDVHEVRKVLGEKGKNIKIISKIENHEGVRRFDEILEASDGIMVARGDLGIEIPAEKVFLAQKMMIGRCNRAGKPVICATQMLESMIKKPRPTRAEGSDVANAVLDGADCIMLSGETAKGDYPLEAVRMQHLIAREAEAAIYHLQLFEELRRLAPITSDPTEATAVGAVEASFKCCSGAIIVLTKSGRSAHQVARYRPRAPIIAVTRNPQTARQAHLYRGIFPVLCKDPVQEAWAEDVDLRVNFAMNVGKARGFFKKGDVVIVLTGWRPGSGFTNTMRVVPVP
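Purified hPK-M2 (>95% pure) converted ADP (0.1 mM final) to ATP with 0.5 mM PEP in 50 mM imidazole pH7.2, KCl, MgCl2, Tween 20, BSA; 1 h at room temperature. ATP detected by Kinase-Glo luminescence.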
B2AR arrestin: qHTS assay of beta-arrestin-biased ligands of beta2-adrenergic receptor | Potency, µM (series often up to 46.1 µM), inactives show at the highest dose activation, actives largely listed as activators | Beta-2 adrenergic receptor (Homo sapiens), P07550 | beta-arrestin recruitment to beta2AR, cell-based reporter | 0.02% of 330,000 active;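 further: potency means the concentration at half of the fitted maximal effect; 0% = DMSO controls and full agonism = EC100 isoproterenol or metaproterenol; nearly all actives have a fitted effect of over 65% in size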
CXXC DNA block: qHTS Fluorescence Polarization Assay for Inhibitors of MLL CXXC domain - DNA interaction; Histone-lysine N-methyltransferase 2A (Homo sapiens), Q03164; MLL-CXXC / FITC-HOXA9 DNA fluorescence polarization; Potency, µM (doses to about 115 µM), without a hit: at the highest dose activity change, negative = inhibition, most hits filed as inhibitors; 0.037% of 290,000 active; AID 2662, 2010; active means well fitted inhibition curve with a large enough effect in the polarisation, with a control signal flat, not every such curve was filed as active; inconclusive means small, poorly fitted or top-dose-only effect, or effect the other way, or a change in a side signal; inactive means no such curve, though single readings can be large or run the other way; the % refers to the polarisation; further: potency means the concentration at half of the fitted maximal effect
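Purified MLL-CXXC (added from a 7 uM solution) was preincubated 5 min at ambient with pinned compounds in 50 mM Tris-HCl pH 7.5, 50 mM NaCl, 1 mM DTT, 0.05% BSA. Fluorescein-labeled HOX-A9 DNA (50 nM solution) followed, 30 min, then polarization read.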
USP2a inh: qHTS Assay for Inhibitors of Ubiquitin-specific Protease USP2a Using CHOP2 as the Reporter. Ubiquitin carboxyl-terminal hydrolase 2 (Homo sapiens), O75604. USP2 core, Ub-CHOP2 coupled fluorogenic reporter, 485/531. Potency, µM (top dose mostly 38.3 µM), for the others: at the highest dose activity change, negative = inhibition, hits mostly inhibitors. 0.01% of 330,000 active. AID 463254, 2010;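 further: potency means the concentration at half of the fitted maximal effect; plate controls were DMSO wells for no effect and full inhibition by NEM control for full effect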
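USP2 core (10nM final) preincubated 30min RT with compound in 20mM Tris-HCl pH 8.0, 2mM CaCl2, 2mM beta-mercaptoethanol, 0.05% CHAPS; 25nM Ub-CHOP2 plus 25nM reporter substrate added, fluorescence (Ex485/Em531) read after 60min.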
FBPA coupling cs: qHTS Assay for Inhibitors of Fructose-1,6-bisphosphate Aldolase from Giardia Lamblia: Coupling assay counterscreen. coupling enzyme system counterscreen, AmpLite Red fluorescence. activity change, negative = inhibition, % at 58.2 µM, hits read low. 0.67% of 290,000 active. AID 2472, 2010; in the data active means activity change below about -30%; further: on the % scale 0 is the no-effect control and ±100 the full control effect
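Counterscreen of the coupled detection system alone, without aldolase: glyceraldehyde-3-phosphate coupling enzymes plus AmpLite Red readout. Compounds at 57.5 uM final, 10 min RT preincubation, 20 min RT reaction, fluorescence 525/598 nm.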
Menin MLL FP TR: qHTS Assay for Inhibitors Targeting the Menin-MLL Interaction in MLL Related Leukemias: Competition With Texas Red Labeled MLL-derived Mutant Peptide; Menin + Texas Red MLL mutant peptide, fluorescence polarization; Potency, µM (titrated, usually from 61.6 µM), inactives show at the top dose FP activity change, negative = inhibition, most hits filed as inhibitors; 0.23% of 270,000 active; AID 1768, 2009; active means well fitted inhibition curve with a large enough effect in the polarisation, with a control signal flat, not every such curve was filed as active; inconclusive means small, poorly fitted or top-dose-only effect, or effect the other way, or a change in a side signal; inactive means no such curve, though single readings can be large or run the other way; the % refers to the polarisation; further: potency means the concentration at half of the fitted maximal effect; % of control where 0% means no effect; many of its hits are not listed in these tables
TRPV1 agonist: HTS Assay for Compounds that Act as Agonists of the Vanilloid Receptor 1; Transient receptor potential cation channel subfamily V member 1 (Homo sapiens), Q8NER1; TRPV1-expressing cells, Fluo-8 calcium influx, agonist mode; activation, % at 8.33 µM; 0.19% of 320,000 active; AID 540275, 2011; in the data active means activation above about 80%; inconclusive means between about 30% and that limit; further: 0% is about no effect
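Fluo-8 calcium influx in TRPV1-expressing cells, kinetic read (ex 480/em 520 nm). Compound added and read 3 min for agonist activity, followed by capsaicin at EC20 final and 2 min further read for enhancement.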
GALK inh: qHTS Assay for Inhibitors of Human Galactokinase (GALK); P51570; Purified GALK, Kinase-Glo residual ATP luminescence; Potency, µM (highest dose often 57.5 µM), for inactives: at the top dose activity change, negative = inhibition, actives largely listed as inhibitors; 0.007% of 270,000 active; AID 1868, 2009; further: potency means the concentration at half of the fitted maximal effect; on the % scale 0 is the no-effect control and ±100 the full control effect
Target sequence (P51570 whole entry, looked up): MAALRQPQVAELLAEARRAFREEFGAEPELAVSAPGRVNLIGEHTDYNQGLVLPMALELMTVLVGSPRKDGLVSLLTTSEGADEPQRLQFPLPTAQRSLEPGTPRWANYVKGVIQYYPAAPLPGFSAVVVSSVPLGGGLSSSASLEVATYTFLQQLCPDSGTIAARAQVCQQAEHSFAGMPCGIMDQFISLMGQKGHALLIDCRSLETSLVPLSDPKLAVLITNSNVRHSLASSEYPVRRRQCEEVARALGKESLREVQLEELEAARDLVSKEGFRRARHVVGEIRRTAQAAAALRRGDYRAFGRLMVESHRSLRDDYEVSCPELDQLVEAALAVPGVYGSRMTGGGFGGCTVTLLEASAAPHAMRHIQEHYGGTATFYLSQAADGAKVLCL
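Kinase-Glo Plus luminescence measured ATP left after a 1 h room-temperature reaction. The reaction used 5 nM GALK, 100 uM galactose and 35 uM ATP at pH 8.0 (20 mM HEPES, 5 mM MgCl2, 60 mM NaCl, 1 mM DTT, 0.01% BSA).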
The depositor's hits bear a star; ? = inconclusive; . = not tested or not shown; & = joins results of further samples; [ ] = remark or other dose. Unless noted, the call rests on the fitted dose curve; in most records, active means well fitted curve in the direction sought with a large enough effect; inconclusive means small, poorly fitted or top-dose-only effect, or another doubt; inactive means no such curve, though single readings can be large; an effect the other way counts as inactive or inconclusive. An excerpt (hit frequency here may not be typical).

SMILES	KCNH2 WT inh	Giardia kill	KCNH2 3.1 block	PKM2 activator	B2AR arrestin	CXXC DNA block	USP2a inh	FBPA coupling cs	Menin MLL FP TR	TRPV1 agonist	GALK inh
CC1CCN(CCCNC(=O)c2ccc3c(Cl)c4c(nc3c2)CCCC4)CC1	0	-4	-14	-2%	-0.4%	-11%	4%	1	.	10	0%
Cc1ccc(C)c(S(=O)(=O)N2CCN(C(=O)CCNC(=O)c3ccc(Br)cc3)CC2)c1	0	-1	1	.	-0.7%	.	4%	.	.	-4	.
O=C(Nc1ccccc1C(=O)N/N=C/c1ccc(F)cc1)c1ccccc1Br	-25	0	-8	-12%	-0.2%	2%	3%	-33*	-23%	?	2%
CC(C)COc1ccc(CNC(=S)NCc2ccccc2)cc1	-1	-5	-3	0%	-1.2%	27%	-2%	0	62%[activator]	?	-5%
Cc1ccc(N2CC(C(=O)Nc3nnc(SCC(=O)N4CCOCC4)s3)CC2=O)cc1 (stereo not given)	10	3	10	-1%	-1.0%	13%	1%	6	3%	2	-1%
COc1cc2c(cc1OC)CN(C(=O)c1cc(C3CC3)nn1-c1ccccc1)CC2	9	-19	0	.	-0.9%	.	-7%	.	.	?	.
O=c1oc2cc(OCCO)ccc2c2c1CCCC2	0	-11	7	-2%	0.1%	4%	-1%	2	-1%	1	7%
O=C(c1cccc(S(=O)(=O)Nc2ccc(F)cc2)c1)N1CCC1	-4	-6	-15	.	0.3%	.	0%	.	.	1	.
COc1ccc(-c2nnc(SC(C)C(=O)Nc3nccs3)n2Cc2ccccc2)cc1OC (stereo not given)	1	-1	.	1%	-0.3%	3%	-1%	15	?	-2	4%
CC(=O)N1N=C(c2cccs2)CC1c1cccs1 (stereo not given)	-7	-3	-6	-1%	0.1%	-2%	2%	4	-3%	-2	5%
C[C@H](CO)N1C[C@H](C)[C@@H](CN(C)Cc2ccc(-c3ccccc3)cc2)Oc2ccc(NC(=O)Cn3cnnn3)cc2C1=O	-4	18	-10	.	-1.0%	.	3%	.	.	.	.
CCc1nc2ccccc2c(C(=O)OCC(=O)NCCCN2CCCC2=O)c1C	-1	14	.	-2%	0.1%	6%	-1%	3	-4%	-3	2%
CCc1ccc(NC(=O)C/C(C)=N/NC(=O)COc2ccccc2C)cc1	-1	?	7	.	0.5%	-8%	-1%	1	.	10	-2%
Cc1ccc(C(=O)NC2CCN(C(=O)Nc3ccccc3)CC2)cc1	2	8	-19	-2%	0.6%	10%	2%	-2	-24%	1	2%
Cc1ccc(C(=O)OCC(=O)N2CC(C)CC(C)C2)cc1S(=O)(=O)N1CCCCC1 (stereo not given)	3	1	-5	.	-1.2%	.	0%	.	.	21	.
CN(Cc1cnccn1)Cc1nc(Cc2ccccc2Cl)no1	-14	6	-6	-11%	-0.3%	2%	-2%	-2	17%	9	7%
COc1ccc(OCc2cc(C(=O)O)c(C)o2)cc1	.	.	.	-2%	0.3%	-9%	6%	5	.	-1	-3%
C=C(C)Cn1c(SCC(=O)O)nc2c1c(=O)[nH]c(=O)n2C	0	-1	3	8%	0.1%	-2%	2%	3	-10%	-2	-5%
Cc1[nH]c2ccccc2c1C(=O)C(=O)N1CCN(c2ccccc2)CC1	11	23	3	-2%	-0.9%	20%	-1%	2	25%	0	8%
CC1CCCC(N2CCN(C(=O)c3ccccc3F)CC2)C1 (stereo not given)	-3	-2	3	4%[11.5 µM]	0.0%	5%	1%	2	-10%	-1	-2%
CNC(=S)N(CCc1c(C)[nH]c2ccc(Cl)cc12)Cc1cc(OC)c(OC)c(OC)c1	0	-2	20	-13%	-0.9%	30%	-16%	1	?	1	.
COC(=O)C1=C(C)N(Cc2ccccc2)C(=NCCCCO)N[C@H]1CCc1ccccc1	2	2	-14	-1%	0.4%	?	1%	0	-26%	2	.
Cc1cc2n(n1)SC(Nc1ccccc1)N2 (stereo not given)	1	0	0	4%	-0.3%	-2%	-1%	.	32%[activator]	0	0%
Cc1cc(C)c2c(N)c(C(=O)c3ccccc3)sc2n1	-3	1	-23	-4%	0.2%	-8%	2%	1	.	9	0%
O=S(=O)(Nc1ncccn1)c1ccc(NC(=S)Nc2ccccc2Cl)cc1	0	-1	0	-6%	0.3%	1%	3%	0	.	0	9%
O=C(O)C1=NOC(CNC(=O)c2ccccc2Cl)C1 (stereo not given)	6	3	8	4%	0.0%	-3%	2%	2	14%	3	0%
N#CC1=C(N)SC(N)=C(C#N)C1CCc1ccccc1	-2	-6	-11	5%	-0.3%	21%	9%	1	35%[activator]	-7	-4%
CC(C)Oc1ccc(CNC(=O)CCC(=O)N2CC(C)Sc3ccccc32)cc1 (stereo not given)	5	4	-7	0%	-0.6%	.	-4%	3	-12%	-4	.
COc1ccc(S(=O)(=O)N2c3cc(C)ccc3OCC2C(C)(C)C)cc1 (stereo not given)	4	-16	12	-2%	-1.7%	4%	1%	1	0%	19	-1%
CCOC(=O)C1(CCc2ccccc2)CCN(C(=O)c2cccc(C)n2)CC1	3	-15	-2	-8%	-1.1%	-3%	-1%	7	?	26	1%
Cc1cc2cc(CCNC(=O)c3ccc(C)c([N+](=O)[O-])c3)c(=O)[nH]c2cc1C	-5	0	6	-8%	-1.5%	-1%	1%	-6	-8%	0	1%
Cc1nc2cc(C(=O)NCc3cccnc3)ccc2n1-c1ccc(F)cc1F	24	11	.	-6%	-0.7%	11%	-2%	2	-9%	4	4%
COc1ccc(S(=O)(=O)N2CCCC(C(=O)N3CCOCC3)C2)cc1OC (stereo not given)	2	0	39	0%	0.2%	-11%	-5%	1	12%	-3	6%
O=C(c1ccc(S(=O)(=O)N2CCOCC2)cc1)N1CCCc2ccccc21	-11	-11	11	1%	-1.6%	-4%	2%	0	21%	-2	-1%
O=C(COC(=O)c1ccc(S(=O)(=O)N2CCCC2)cc1)NCc1ccco1	1	-18	8	7%	0.2%	-24%	2%	3	.	-2	-2%
COC(=O)CCNC(=O)c1ccc2nc(Cc3ccc(OC)c(OC)c3)oc2c1	1	-3	1	0%	0.4%	2%	0%	2	-2%	0	3%
CC1(C)OC(=O)N(c2ccccc2)C12C=Cc1cc(Br)ccc1O2 (stereo not given)	-19	8	-15	-2%	0.1%	5%	1%	4	-1%	22	0%
O=C(O)c1ccccc1Nc1ccccc1	-10	1	4	.	-0.2%	-10%	3%	1	4%&6%	0	.
Cc1cc2nncn2c2ccccc12	-16	5	-6	-18%	-0.1%	3%	3%	-2	0%	2	1%
COc1cc(NS(=O)(=O)c2ccc(NS(=O)(=O)c3ccc(NC(C)=O)cc3)cc2)nc(OC)n1	-1	9	7	.	-0.2%	-3%	0%	11	.	0	0%
COc1ccc(/C(CC2(O)C(=O)Nc3ccccc32)=N\O)cc1 (stereo not given)	-7	0	-1	-19%	0.3%	-10%	3%	2	-10%	-8	2%
CN(C)c1nc(NCc2ccccc2)nc(N/N=C/c2cccc(Br)c2)n1	-3	14	-49	-5%	3.7%	11%	5%	-7	21%	29	2%
CCN(CC)C(=O)Cn1c(=O)n(CCCCCC(=O)Nc2ccccc2)c(=O)c2sccc21	1	-14	-32	3%	-0.3%	10%	0%	-2	3%	0	.
COC(=O)c1ccc(C2/C(=C(/O)c3ccc4c(c3)CC(C)O4)C(=O)C(=O)N2CCN2CCOCC2)cc1 (stereo not given)	-4	34[activator]	10	-6%	-1.1%	-2%	-1%	1	6%	5	1%
Cc1ccnc(NC(=O)CCC2COc3ccccc3O2)c1 (stereo not given)	-9	-1	9	4%	-0.1%	8%	1%	2	-1%	8	-1%
